Scp1 inh: inhibitors of human Scp-1 phosphatase. Recombinant Scp1, phosphopeptide, malachite green phosphate absorbance. AID 493091. Q9GZU7. inhibition, % at 20 µM. 340,000 compounds, 0.88% hits;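 active means inhibition above about 50% at 20 µM, limit read from the data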;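 further: plate controls were DMSO wells with enzyme for no effect and wells lacking enzyme for full effect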
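Times: enzyme reaction 45 min at room temperature, colour 5 min, stabilisation 30 min. Material: SCP-1 catalytic fragment, aa 76-261. Medium: Acidic Tris acetate buffer with magnesium and detergent. Signal: colorimetric free-phosphate detection, absorbance 630 nm. Read-out basis: % inhibition of SCP-1 phosphate liberation. Reagent: Phosphorylated 17-residue peptide substrate.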
CendR NRP1 mod: NRP-1/CendR interaction modulation; inhibition, % at 25 µM; 360,000 compounds, 0.85% hits; O14786; FAM-RPARPAR peptide binding to NRP-1, fluorescence polarization; AID 602438;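 active means inhibition or corrected inhibition above about 18%, plus a signal ratio from 0.5 to 1.5, limit read from the data, passing the limit was not always enough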; further: strong numbers were not always called active
Target sequence (O14786 whole entry, looked up): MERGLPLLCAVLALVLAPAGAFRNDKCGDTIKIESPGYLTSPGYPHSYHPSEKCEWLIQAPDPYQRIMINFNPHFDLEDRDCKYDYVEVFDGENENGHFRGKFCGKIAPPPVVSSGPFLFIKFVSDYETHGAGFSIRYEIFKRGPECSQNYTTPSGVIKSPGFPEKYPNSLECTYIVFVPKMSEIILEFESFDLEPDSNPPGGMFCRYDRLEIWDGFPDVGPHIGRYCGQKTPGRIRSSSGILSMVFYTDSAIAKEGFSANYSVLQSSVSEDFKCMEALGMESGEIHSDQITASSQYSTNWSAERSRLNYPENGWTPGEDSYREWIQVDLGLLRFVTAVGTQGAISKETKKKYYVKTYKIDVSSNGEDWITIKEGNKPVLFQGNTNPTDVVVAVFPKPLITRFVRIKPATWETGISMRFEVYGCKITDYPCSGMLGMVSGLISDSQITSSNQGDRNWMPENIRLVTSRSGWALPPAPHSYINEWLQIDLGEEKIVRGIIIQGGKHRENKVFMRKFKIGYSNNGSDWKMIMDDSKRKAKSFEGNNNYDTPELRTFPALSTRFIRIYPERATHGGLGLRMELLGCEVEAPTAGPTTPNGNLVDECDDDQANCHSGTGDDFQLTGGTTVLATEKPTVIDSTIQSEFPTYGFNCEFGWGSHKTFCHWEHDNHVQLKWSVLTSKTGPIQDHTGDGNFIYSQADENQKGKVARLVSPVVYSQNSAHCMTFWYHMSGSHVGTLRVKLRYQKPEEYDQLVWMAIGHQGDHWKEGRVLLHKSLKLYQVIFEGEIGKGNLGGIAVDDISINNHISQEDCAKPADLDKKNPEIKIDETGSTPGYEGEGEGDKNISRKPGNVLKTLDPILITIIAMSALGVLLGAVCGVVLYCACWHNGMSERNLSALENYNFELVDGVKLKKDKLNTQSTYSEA
DNMT1 inh: inhibitors of human DNMT1; DNMT1 molecular beacon, Hinp1I cleavage, fluorescence; 360,000 compounds, 0.83% hits; P26358; inhibition (reported as % activation of signal), % at 10 µM; in the data active means inhibition above about 50%
SKN-1 block: inhibitors of C. elegans SKN-1 | AID 624304 | C. elegans VP596 Pgst-4::GFP/RFP ratio, acrylamide-induced, 24 h | 360,000 compounds, 0.49% hits | inhibition, % at 21.8 µM;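 active means interference check ratio from 0.5 to 1.5 plus GFP to RFP signal ratio inhibition reaching or exceeding a fixed threshold, cut at about 30% in these data, passing the limit was not always enough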; further: some compounds called inactive have numbers as strong as hits
NadD inh: blocks S. aureus nicotinate mononucleotide adenylyltransferase; inhibition, % at 20 µM; 360,000 compounds, 0.78% hits; purified NadD enzyme, colorimetric absorbance read-out; in the data active means inhibition above about 26%; further: some compounds past the cut are filed as inactive
Tb MetRS inh: blocks T. brucei methionyl-tRNA synthetase activity. 360,000 compounds, 0.4% hits. AID 624268. inhibition, % at 11.9 µM. purified T. brucei MetRS, ATP depletion, Kinase-Glo luminescence;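 active means inhibition above a per-plate cutoff of the control wells' mean inhibition plus 3 SD, cut at about 5.5% in these data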;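 further: 0% = DMSO wells median and 100% = median of wells with control inhibitor compound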
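Dosing: 11.9 µM compound single dose, 0.9% DMSO; Assay system: purified T. brucei MetRS enzyme; Measured by: Kinase-Glo luciferase luminescence reporting remaining unconsumed ATP; Schedule: 15 min plus 2 h at 25 °C.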
Neddyl block: cullin neddylation inhibition. P61081+Q13564. TR-FRET cullin neddylation, biochemical. calls only at 25 µM. 360,000 compounds, 0.58% hits; in the data active means inhibition above about 36%
SUMO1 PPI mod: alters human SUMO1 binding to SIM partners; P63165; SUMO1 binding to a labelled peptide, TR-FRET, 1 h; inhibition, % at 20 µM; 360,000 compounds, 0.33% hits; AID 602429; in the data active means inhibition above about 37%
STEP inh: inhibitors of human striatal-enriched phosphatase STEP | recombinant STEP, OMFP fluorogenic substrate, fluorescence | P54829 | 360,000 compounds, 0.25% hits | AID 588621 | inhibition, % at 20 µM;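 active means inhibition at 20 µM, scaled per plate between control wells, above about 37%, limit read from the data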;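 further: 0% = DMSO with enzyme and substrate and 100% = substrate only without enzyme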
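Assay system: isolated STEP enzyme. Buffer or medium: pH 6.0 Bis-Tris with DTT and Tween 20. Also added: fluorogenic phosphatase substrate OMFP at 25 µM final. Dosing: 20 µM, 1% DMSO. Timing: 20 min reaction, room temperature, in the dark. Measured by: fluorescence intensity, excitation 480 nm, emission 540 nm. Evaluation: normalized % inhibition.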
LMPTP inh: blocks human LMPTP phosphatase; P24666; recombinant LMPTP-A, OMFP fluorogenic substrate, fluorescence intensity; inhibition, % at 20 µM; 360,000 compounds, 0.22% hits; AID 651560;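 active means compounds that cut the enzyme signal by at least half of the control window in the single-dose screen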;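 further: plate controls were DMSO wells with enzyme plus substrate for no effect and substrate without enzyme for full effect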
Target sequence (P24666 whole entry, looked up): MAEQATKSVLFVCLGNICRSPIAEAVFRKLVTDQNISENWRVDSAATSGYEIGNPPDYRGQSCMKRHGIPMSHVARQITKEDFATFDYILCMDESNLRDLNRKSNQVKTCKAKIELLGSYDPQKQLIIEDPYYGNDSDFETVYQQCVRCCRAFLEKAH
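Assay system: LMPTP-A phosphatase enzyme | Input: 0.625 nM enzyme | Also added: Fluorogenic phosphatase substrate OMFP at 400 µM final | Compound dosing: One test concentration per compound, 20 µM, with 3% DMSO overall | Schedule: 50 min enzyme reaction at room temperature, protected from light | Signal: Fluorescence intensity | Benchmarks: no-enzyme and uninhibited controls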
The depositor's hits bear a star.

Screening Nc1ccc(Br)cc1-c1nc2ccccc2[nH]c1=O returned Scp1 inh -6, CendR NRP1 mod -20, DNMT1 inh -2, SKN-1 block 3, NadD inh 2, Tb MetRS inh -0.2, Neddyl block inactive, SUMO1 PPI mod -17, STEP inh 1 and LMPTP inh 1.0.
Screening CCC1CCCCN1S(=O)(=O)Cc1ccccc1Cl (stereo unspecified) returned Scp1 inh -5, CendR NRP1 mod 0, DNMT1 inh 1, SKN-1 block 8, NadD inh 2, Tb MetRS inh -0.5, Neddyl block inactive, SUMO1 PPI mod -2, STEP inh -1 and LMPTP inh 0.3.
For CC(=O)Nc1ccc(S(=O)(=O)N2CCC(NC(=O)C(Cc3ccccc3F)NC(C)=O)CC2)cc1 (stereo unspecified) the results were Scp1 inh -8, CendR NRP1 mod -6, DNMT1 inh 1, SKN-1 block 8, NadD inh 0, Tb MetRS inh 0.0, Neddyl block inactive, SUMO1 PPI mod 3, STEP inh 2 and LMPTP inh -0.3.
`O=C(Nc1ccc(F)cc1)C1CCCN1S(=O)(=O)c1ccc(Br)cc1` (stereo unspecified) gave Scp1 inh -4, CendR NRP1 mod 2, DNMT1 inh 2, SKN-1 block 9, NadD inh -6, Tb MetRS inh -0.4, Neddyl block inactive, SUMO1 PPI mod 3, STEP inh -2 and LMPTP inh -1.6.
For COc1cc2nc(CN(C)Cc3ccc(OC)c(OC)c3OC)[nH]c(=O)c2cc1OC the results were Scp1 inh -11, CendR NRP1 mod 3, DNMT1 inh 0, SKN-1 block -5, NadD inh -3, Tb MetRS inh 0.0, Neddyl block inactive, SUMO1 PPI mod 3, STEP inh -2 and LMPTP inh -1.5.
`CCN(CC)CCNc1ccc(C)c2sc3ccc(O)cc3c(=O)c12` gave Scp1 inh 12, CendR NRP1 mod -99, DNMT1 inh 54*, SKN-1 block 14, NadD inh 3, Tb MetRS inh -0.3, Neddyl block inactive, SUMO1 PPI mod -26, STEP inh 3 and LMPTP inh 0.3.
For Cc1ccc(C)c(N(CC(=O)N2CCCC2)S(C)(=O)=O)c1 the results were Scp1 inh -5, CendR NRP1 mod 4, DNMT1 inh -3, SKN-1 block -2, NadD inh -4, Tb MetRS inh 0.0, Neddyl block inactive, SUMO1 PPI mod 5, STEP inh 0 and LMPTP inh 0.6.
Screening CCN(CC(=O)NCc1ccc(F)cc1)S(=O)(=O)c1ccc(Cl)s1 returned Scp1 inh -7, CendR NRP1 mod -2, DNMT1 inh 0, SKN-1 block -7, NadD inh -8, Tb MetRS inh 0.1, Neddyl block inactive, SUMO1 PPI mod -4, STEP inh 1 and LMPTP inh -0.1.
For CC(C)c1nc(SCC(=O)Nc2cccc(C(=O)O)c2)c2c3c(sc2n1)CCCC3 the results were Scp1 inh 0, CendR NRP1 mod -14, DNMT1 inh -2, SKN-1 block 12, NadD inh 16, Tb MetRS inh 0.0, Neddyl block inactive, SUMO1 PPI mod 19, STEP inh 0 and LMPTP inh 0.0.
Screening COc1ccc(C)cc1NC(=O)C(C)N(c1ccc(C)cc1)S(C)(=O)=O (stereo unspecified) returned Scp1 inh -9, CendR NRP1 mod 3, DNMT1 inh -18, SKN-1 block 6, NadD inh 7, Tb MetRS inh 0.3, Neddyl block inactive, SUMO1 PPI mod 8, STEP inh -4 and LMPTP inh 0.4.
Screening COc1cccc(-c2c(C(=O)N/N=C(\C)c3cccnc3)nnn2-c2nonc2N)c1 returned Scp1 inh -9, CendR NRP1 mod -1, DNMT1 inh 0, SKN-1 block 10, NadD inh -1, Tb MetRS inh 0.1, Neddyl block inactive, SUMO1 PPI mod 2, STEP inh 0 and LMPTP inh -1.7.
`C=CCOc1cccc(CNn2nnnc2N)c1` gave Scp1 inh -8, CendR NRP1 mod 13, DNMT1 inh 3, SKN-1 block -1, NadD inh -6, Tb MetRS inh -1.0, Neddyl block inactive, SUMO1 PPI mod 1, STEP inh 3 and LMPTP inh -0.8.
`CNC(=S)N(CCc1ccc(OC)c(OC)c1)C1CC(=O)N(c2ccccc2)C1=O` (stereo unspecified) gave Scp1 inh -18, CendR NRP1 mod 5, DNMT1 inh -6, SKN-1 block 7, NadD inh -6, Tb MetRS inh 4.8, Neddyl block inactive, SUMO1 PPI mod 1, STEP inh 0 and LMPTP inh 0.8.
Screening O=C(NNc1ccc(C2CCCCC2)cc1)C(O)(c1ccccc1)c1cccs1 (stereo unspecified) returned Scp1 inh -3, CendR NRP1 mod -14, DNMT1 inh -3, SKN-1 block 7, NadD inh -7, Tb MetRS inh -0.9, Neddyl block inactive, SUMO1 PPI mod -3, STEP inh -1 and LMPTP inh 3.6.
`COc1cc2c(cc1C1C(C#N)=C(N)OC3=C1C(=O)CC(C)(C)C3)OCO2` (stereo unspecified) gave Scp1 inh -3, CendR NRP1 mod 1, DNMT1 inh 4, SKN-1 block 13, NadD inh 2, Tb MetRS inh -0.5, Neddyl block inactive, SUMO1 PPI mod 7, STEP inh 3 and LMPTP inh -0.2.

Overlap with the part before: two compounds, then new ones.
Screening O=C(NNc1ccc(C2CCCCC2)cc1)C(O)(c1ccccc1)c1cccs1 (stereo unspecified) returned Scp1 inh -3, CendR NRP1 mod -14, DNMT1 inh -3, SKN-1 block 7, NadD inh -7, Tb MetRS inh -0.9, Neddyl block inactive, SUMO1 PPI mod -3, STEP inh -1 and LMPTP inh 3.6.
`COc1cc2c(cc1C1C(C#N)=C(N)OC3=C1C(=O)CC(C)(C)C3)OCO2` (stereo unspecified) gave Scp1 inh -3, CendR NRP1 mod 1, DNMT1 inh 4, SKN-1 block 13, NadD inh 2, Tb MetRS inh -0.5, Neddyl block inactive, SUMO1 PPI mod 7, STEP inh 3 and LMPTP inh -0.2.
O=C(CN1CCN(S(=O)(=O)/C=C/c2ccccc2)CC1)NC(=O)NCc1ccco1 was read as Scp1 inh 52*, CendR NRP1 mod -6, DNMT1 inh 48, SKN-1 block 13, NadD inh 6, Tb MetRS inh -0.1, Neddyl block inactive, SUMO1 PPI mod 7, STEP inh 4 and LMPTP inh 4.6.
`COC(=O)c1ccc(S(=O)(=O)N2CCc3ccccc32)cc1` gave Scp1 inh -6, CendR NRP1 mod -9, DNMT1 inh 2, SKN-1 block -9, NadD inh -13, Tb MetRS inh -1.1, Neddyl block inactive, SUMO1 PPI mod 1, STEP inh -1 and LMPTP inh -0.3.
For CC(=O)Nc1cc(-c2ccccc2)ccc1O the results were Scp1 inh 25, CendR NRP1 mod -10, DNMT1 inh 1, SKN-1 block -2, NadD inh 3, Tb MetRS inh -0.8, Neddyl block inactive, SUMO1 PPI mod 3, STEP inh 0 and LMPTP inh -0.8.
Screening CC(=O)c1sc(N/N=C/c2ccc(C(C)C)cc2)nc1C returned Scp1 inh -4, CendR NRP1 mod -18, DNMT1 inh -2, SKN-1 block 4, NadD inh -4, Tb MetRS inh -0.4, Neddyl block inactive, SUMO1 PPI mod -7, STEP inh -2 and LMPTP inh 0.7.
For O=C1CCCc2c1cc(C(=O)NC1CCSC1=O)c(=O)n2-c1ccccc1 (stereo unspecified) the results were Scp1 inh -4, CendR NRP1 mod 30*, DNMT1 inh 1, SKN-1 block 5, NadD inh -5, Tb MetRS inh -0.4, Neddyl block inactive, SUMO1 PPI mod -1, STEP inh -2 and LMPTP inh 0.8.
O=C(CN1C(=O)NC2(CCCC2)C1=O)Nc1nc2ccc(F)cc2s1 was read as Scp1 inh -2, CendR NRP1 mod -14, DNMT1 inh 2, SKN-1 block 17, NadD inh 1, Tb MetRS inh -0.5, Neddyl block inactive, SUMO1 PPI mod 1, STEP inh 2 and LMPTP inh 0.4.
COc1ccc(OC)c(CCNC(=O)c2sc3nc4n(c(=O)c3c2C)CCC4)c1 was read as Scp1 inh -6, CendR NRP1 mod 9, DNMT1 inh -2, SKN-1 block 2, NadD inh -2, Tb MetRS inh 0.3, Neddyl block inactive, SUMO1 PPI mod 8, STEP inh 3 and LMPTP inh 0.1.
`O=C(c1ccc(S(=O)(=O)N2CCCCCC2)cc1)N1CCN(c2ccccc2)CC1` gave Scp1 inh -2, CendR NRP1 mod 7, DNMT1 inh 0, SKN-1 block 12, NadD inh -17, Tb MetRS inh -0.7, Neddyl block inactive, SUMO1 PPI mod 8, STEP inh 0 and LMPTP inh -0.4.
C=CCn1c(SCC(=O)c2ccccc2)nnc1-c1ccc2c(c1)OCO2 was read as Scp1 inh 11, CendR NRP1 mod -2, DNMT1 inh 1, SKN-1 block -14, NadD inh 2, Tb MetRS inh -0.4, Neddyl block inactive, SUMO1 PPI mod 0, STEP inh -15 and LMPTP inh 0.7.
`C=CCOc1ccc(C(=O)NC2CCCCC2)cc1` gave Scp1 inh -4, CendR NRP1 mod 2, DNMT1 inh 0, SKN-1 block 3, NadD inh -2, Tb MetRS inh -0.3, Neddyl block inactive, SUMO1 PPI mod -1, STEP inh -3 and LMPTP inh 0.3.
CC(=O)Nc1cccc(OCc2cnc(Cl)s2)c1 was read as Scp1 inh -8, CendR NRP1 mod -10, DNMT1 inh 1, SKN-1 block 5, NadD inh 2, Tb MetRS inh -0.9, Neddyl block inactive, SUMO1 PPI mod 3, STEP inh 0 and LMPTP inh -0.3.
COc1ccc(F)cc1C(=O)C1CCCN(Cc2ccc3c(c2)OCCO3)C1 (stereo unspecified) was read as Scp1 inh -1, CendR NRP1 mod 5, DNMT1 inh 2, SKN-1 block -11, NadD inh -1, Tb MetRS inh -0.5, Neddyl block inactive, SUMO1 PPI mod -1, STEP inh -4 and LMPTP inh -0.6.
Screening CCOC(=O)Cn1c2ccccc2c2nc(C)sc21 returned Scp1 inh -7, CendR NRP1 mod 2, DNMT1 inh -2, SKN-1 block -1, NadD inh -2, Tb MetRS inh 0.1, Neddyl block inactive, SUMO1 PPI mod -3, STEP inh -3 and LMPTP inh -2.3.
CCOc1ccccc1CN1CCN(Cc2csc(C(C)=O)c2)CC1CCO (stereo unspecified) was read as Scp1 inh -10, CendR NRP1 mod 14, DNMT1 inh -1, SKN-1 block 6, NadD inh -1, Tb MetRS inh 0.0, Neddyl block inactive, SUMO1 PPI mod 1, STEP inh 1 and LMPTP inh -1.4.
Screening Cc1cc(C)n2nc(SC(C)C(=O)NCc3ccco3)nc2n1 (stereo unspecified) returned Scp1 inh 5, CendR NRP1 mod -8, DNMT1 inh 4, SKN-1 block -18, NadD inh -4, Tb MetRS inh -0.7, Neddyl block inactive, SUMO1 PPI mod 5, STEP inh 4 and LMPTP inh -0.8.

From PubChem BioAssay
